Source: PubChem BioAssay
E-selectin induc: induces E-selectin expression in human endothelial cells | activation, % at 7.58 µM | HUVEC E-selectin immunofluorescence imaging; normalized: neutral wells 0, TNF-alpha wells 100 | 260,000 tested, 0.37% active | P16581 | AID 686992;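 active means mean E-selectin-positive cell signal at least 10% of the positive control, reached in at least 60% of replicates, without over 20% cell loss; inconclusive means no rule given, readout overlaps actives, possibly toxicity-flagged; inactive means the rest, including those meeting only one limit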;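 further: in these data hits start at about 27%; measured in HUVEC primary endothelial cells; signal is the percent of cells scored E-selectin positive by PE staining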
Target sequence (P16581 whole entry, looked up): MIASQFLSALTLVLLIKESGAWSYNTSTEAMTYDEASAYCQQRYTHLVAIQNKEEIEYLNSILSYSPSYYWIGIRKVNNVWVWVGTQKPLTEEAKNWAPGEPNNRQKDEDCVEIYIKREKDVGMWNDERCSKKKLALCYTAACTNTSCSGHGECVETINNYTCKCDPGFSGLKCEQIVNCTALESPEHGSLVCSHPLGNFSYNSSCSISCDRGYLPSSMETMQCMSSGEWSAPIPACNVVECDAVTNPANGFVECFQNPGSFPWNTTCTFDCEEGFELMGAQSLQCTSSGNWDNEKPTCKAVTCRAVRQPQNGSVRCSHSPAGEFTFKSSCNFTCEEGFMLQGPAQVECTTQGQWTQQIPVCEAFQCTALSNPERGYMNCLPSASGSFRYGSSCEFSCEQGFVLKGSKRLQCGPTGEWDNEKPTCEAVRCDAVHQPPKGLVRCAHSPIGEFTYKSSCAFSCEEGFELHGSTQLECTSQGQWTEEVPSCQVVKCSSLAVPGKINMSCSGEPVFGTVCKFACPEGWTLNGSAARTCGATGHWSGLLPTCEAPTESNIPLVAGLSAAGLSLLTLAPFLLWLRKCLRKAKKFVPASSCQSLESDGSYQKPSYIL
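Assay system: HUVEC primary endothelial cells. Input: 3,000 HUVEC seeded per well. Doses: one compound dose added by pin transfer. Read-out basis: % PE-positive cells. Benchmarks: TNF-alpha high, DMSO low. Detection: immunofluorescence imaging. Buffer or medium: EGM-2, gelatin.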
PglD inh: blocks C. jejuni PglD acetyltransferase activity; inhibition, % at 12.5 µM; purified PglD enzyme, DTNB colorimetric CoA detection; AID 602405; 360,000 tested, 0.098% active; in the data active means inhibition above about 16%, passing the limit was not always enough; inconclusive means no clear call, values can overlap the other calls; further: strong numbers were not always called active
ERAP1 inh: ERAP1 (human) enzyme inhibition; recombinant ERAP1, Leu-AMC fluorescence, 60 min; inhibition, % at 10.7 µM; 340,000 tested, 0.15% active; AID 652197; Q9NZ08;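 active means mean replicate inhibition of at least 30%, or all replicates individually reaching that 30% level; inactive means mean below 30% and not every replicate reaching it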;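 further: 0% = neutral control wells and 100% = L-leucinethiol positive control wells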
RAD52 inh: inhibitors of human RAD52 DNA annealing | P43351 | recombinant RAD52 DNA annealing, FRET fluorescence | inhibition, % at 18.7 µM | 360,000 tested, 0.46% active;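 active means every replicate showing at least 50% inhibition; inconclusive means mean inhibition at least 50% but not in every replicate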
Target sequence (P43351 whole entry, looked up): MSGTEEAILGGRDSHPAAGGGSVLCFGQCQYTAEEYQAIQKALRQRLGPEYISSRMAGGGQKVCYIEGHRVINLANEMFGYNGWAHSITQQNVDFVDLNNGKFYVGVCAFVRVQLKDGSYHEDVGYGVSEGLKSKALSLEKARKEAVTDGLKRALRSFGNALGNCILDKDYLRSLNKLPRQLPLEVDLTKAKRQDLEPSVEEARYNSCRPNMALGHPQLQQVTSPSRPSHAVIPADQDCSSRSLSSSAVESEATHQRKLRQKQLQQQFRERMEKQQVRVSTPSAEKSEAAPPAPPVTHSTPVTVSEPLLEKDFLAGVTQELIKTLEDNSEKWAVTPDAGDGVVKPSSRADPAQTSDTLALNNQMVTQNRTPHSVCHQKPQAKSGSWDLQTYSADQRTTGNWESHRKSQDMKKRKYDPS
RAD54 branch: RAD54 (human) branch migration inhibition; Q92698; RAD54 Holliday junction branch migration, FAM/BHQ fluorescence; inhibition, % at 10.4 µM; 360,000 tested, 0.14% active;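 active means mean normalized replicate activity at least 40 and at least half of replicates scoring 40 or more; inconclusive means only one of the two criteria met; inactive means mean below 40 and under half of replicates reaching 40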;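 further: 0% = median of neutral control wells and 100% = median of positive control wells; inhibitors cause a drop in the FAM fluorescence signal; in these data hits start at about 50%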
miR-122 sensor: blocks miR-122 activity in Huh7 sensor cells | AID 602342 | 340,000 tested, 0.3% active | Huh7 miR-122 Renilla luciferase sensor, 48 h; neutral wells = 0, positive control = 100 | activation (reporter increase), % at 12.5 µM;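 active means mean replicate activation score at least 90 and every replicate individually at or above 90; inconclusive means only one of the two criteria met; inactive means neither criterion met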;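 further: higher luciferase means less miR-122 activity so hits act as miR-122 inhibitors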
Cneo AK release: Cryptococcus neoformans lysis via adenylate kinase release. C. neoformans lysis, adenylate kinase release luminescence, 4 h; normalised: neutral wells 0, clomiphene wells 100. lysis activity, % at 15 µM. 360,000 tested, 0.2% active. AID 651654;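 active means mean lysis activity across replicates of at least 80%, whatever share of replicates individually reach that level; inactive means mean lysis activity below 80%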
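Test system: log-phase Cryptococcus neoformans yeast cells. Input: 5 × 10^6 yeast cells/mL. Medium: fresh YPD growth medium. Doses: single dose. Incubation: static 4 h at 37 °C with compound, 1 h detection. Measured by: luminescent adenylate kinase detection reagent. Read-out: signal increase indicating cell lysis. Benchmarks: Clomiphene.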
PGC1a acetyl inh: PGC1a acetylation modulation, inhibitor mode; U2OS PGC1a acetylation, AlphaScreen anti-acetyl-lysine; with virally co-expressed GCN5 acetyltransferase; inhibition, % at 15.6 µM; 350,000 tested, 0.17% active;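 active means every replicate shows inhibition of at least 40%; inconclusive means mean inhibition at least 40% but some replicate below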;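 further: 0% = neutral control wells and 100% = positive control wells; some results beyond the cut were filed as inactive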
Starred values were filed as active, the others as inactive; ? = inconclusive; / = not tested or not shown; & = joins results of further samples; [ ] = another dose, or the depositor's remark.

SMILES,E-selectin induc,PglD inh,ERAP1 inh,RAD52 inh,RAD54 branch,miR-122 sensor,Cneo AK release,PGC1a acetyl inh
NC(=O)NOCc1ccccc1F,/,-1,-7,-6,4,-4,-1,2
Clc1ccc(OCc2nn[nH]n2)cc1,1.9,-1,2,-4,1,0,1,13
CC(C)c1ccc(C(=O)N(c2ccccn2)C(C)c2ccco2)cc1 (stereo not given),/,-5,/,/,3,60,-1,-5
Cc1cccc2c(N)c3c(nc12)N(C)CC3,-0.1,-6,4,23,35,/,1,/
CCN(CC)CCCNC1CCS(=O)(=O)C1 (stereo not given),/,2,/,/,-11,-12,0,/
C[C@@H]1CN([C@H](C)CO)C(=O)c2cc(NC(=O)Cn3cnnn3)ccc2O[C@H]1CN(C)Cc1ccncc1,-2.9,1,4,-5,-9,4[16.7 µM],54,8
CC(C)CC#Cc1ccc2c(c1)O[C@H](CN(C)C(=O)Nc1ccccc1)[C@@H](C)CN([C@@H](C)CO)S2(=O)=O,-0.2,1,-6,1,9,8[16.7 µM],56,-6
O=C(c1ccc(F)cc1)N1CC(=O)N2[C@@H](CO)[C@@H](c3ccc(C#CC4CCCCC4)cc3)[C@@H]2C1,-0.5,/,0,-16,/,/,/,-5
O=C(NCCCN1CCOCC1)c1cccc(S(=O)(=O)Nc2ccc(F)cc2)c1,1.2,-9,-1,-14,9,18,-2,3
COc1cc(/C=N/Nc2nncn2N)ccc1OCc1c(C)no[n+]1[O-],/,1,-4,3,-1,-7,0,-14
CCc1c(C)nc(N2CCN(Cc3ccc4c(c3)OCO4)CC2)[nH]c1=O,/,0,-3,-5,-8,-7,-1,6
O=C(NC1CCCCC1)c1cc(C2CC2)nn1-c1ccccc1,0.4,-5,0,-7,1,2,2,-2

New compounds follow.
SMILES,E-selectin induc,PglD inh,ERAP1 inh,RAD52 inh,RAD54 branch,miR-122 sensor,Cneo AK release,PGC1a acetyl inh
CCn1c(CNc2ccc(F)cc2)nnc1SCC(=O)OC1CCCCC1,/,-1,0,-10,-3,-6,0,16
CCCN1C(=O)C(Cc2nc3ccccc3c(=O)n2-c2ccccc2)c2cc(C)ccc21 (stereo not given),/,-14,3,-3,3,14,0,0
CC1CC(C)CN(C(=O)c2cccc(S(=O)(=O)NCc3ccccc3)c2)C1 (stereo not given),/,0,-10,-2,2,15,0,2
CCCCOc1cccc(C(=O)N(Cc2cccs2)C2CCS(=O)(=O)C2)c1 (stereo not given),/,1,/,/,-2,-10,1,-1
CC1CCCN(CCCNC(=O)c2ccc3c(c2)N(Cc2ccc(F)cc2)C(=O)c2ccccc2S3=O)C1 (stereo not given),/,2,-3,10,-4,-1,-4,-10
Cc1cc(C)c(C(=O)NC2CCCc3c2cnn3-c2cccc(C)c2C)o1 (stereo not given),/,6,-1,-2,5,-2,-3,6
COc1ccc(C(=O)NC(=S)NNC(=O)c2cccnc2)cc1,/,0,0,-5,-5,0,0,/
CCc1ccc(CN(C(=O)c2cc3ccccc3oc2=O)C2CCS(=O)(=O)C2)cc1 (stereo not given),/,-2,/,/,-4,1,-3,-1
COC(=O)c1ccc(CSc2nc3cc(Cl)ccc3o2)cc1,/,1,/,/,-13,4,1,-17
Cn1c(=O)c2c(nc(NCC3CCCC(CN)C3)n2Cc2ccc(Cl)cc2Cl)n(C)c1=O (stereo not given),0.1,-4,3,2,-6,/,2,/
CCc1nnc(N/N=C/c2cc(C)c(C)cc2C)n1N,/,3,-1,-11,0,/,0,/
NS(=O)(=O)c1ccc(CNC(=O)c2cc(=O)[nH]c3ccccc23)cc1,-0.2,2,1,-4,-1,/,0,/

Additional structures.
SMILES,E-selectin induc,PglD inh,ERAP1 inh,RAD52 inh,RAD54 branch,miR-122 sensor,Cneo AK release,PGC1a acetyl inh
CC(=O)NS(=O)(=O)c1ccc(NC(=O)c2ccc(-n3nc(C)cc3C)cc2)cc1,-0.9,3,-3,-5,3,1,1,/
CCOC(=O)N1CCN(C(=O)Nc2ccccc2Cl)CC1,/,-1,1,0,-4,/,1,-2
CCOC(=O)CC1=C(C#N)C(c2cccnc2)C(C(=O)OCC)=C(N)O1 (stereo not given),/,-6,/,/,-16,-1,-1,-1
COc1ccc(CCC(=O)Nc2cc3c4c(c2)CCC(=O)N4CCC3)cc1,2.6,-1,0,-6,-2,-9,0,-5
COc1cccc(-c2ccc3c(c2)O[C@H](CN(C)C(=O)C2CC2)[C@@H](C)CN([C@H](C)CO)S3(=O)=O)c1,-0.1,-1,-3,-1,2,9[16.7 µM],27,-13
CN1C(=O)c2cc(NC(=O)NC3CCCC3)ccc2OC[C@H]2O[C@H](CC(=O)NC3CCC3)CC[C@@H]21,-0.1,3,0,11,1,-7[16.7 µM],-2,0
CO[C@@H]1CN(C)C(=O)c2ccc(NS(=O)(=O)CC(F)(F)F)cc2OC[C@@H](C)N(Cc2nccs2)C[C@H]1C,0.1,2,1,-4,-6,/,-14,4
COc1cc(NC(=O)c2cc3c(C)nc4ccccc4c3o2)cc(OC)c1OC,-0.2,3,4,-13,15,/,0,/
O=C(NCCN1C(=O)S/C(=C\c2ccc(Cl)cc2)C1=O)C1=COCCO1,-0.1,-2,0,-16,-7,0,-1,/
C[C@@H]1CN([C@H](C)CO)C(=O)CCCn2nncc2CO[C@H]1CN(C)C(=O)Nc1ccc(N2CCCCC2)cc1,-0.1&0.1,0&-1&1,-2&0&-1,-23&-5&-21,-5&1&1,-5,11&-6&-19,1&1&-1
COc1ccc(NC(=O)NC2CCCc3ccccc32)cc1 (stereo not given),0.7,0,0,-5,-11,-8,1,-1
CCCN(C)C[C@H]1Oc2cc(-c3cccc(OC)c3)ccc2S(=O)(=O)N([C@@H](C)CO)C[C@H]1C,-0.2,-5,1,18,-8,7[16.7 µM],0,-13

Further records:
SMILES,E-selectin induc,PglD inh,ERAP1 inh,RAD52 inh,RAD54 branch,miR-122 sensor,Cneo AK release,PGC1a acetyl inh
CCOc1ccc(N2C(=O)c3cccnc3C2Nc2ccc(F)cc2)cc1 (stereo not given),/,2,/,/,4,?,1,-8
CCc1c(C(=O)Nc2cc(C)ccc2OC)[nH]c(C)c1C(C)=O,/,2,/,/,0,-1,-5,/
O=C(Cc1ccccc1)N/N=C/c1cc(Br)cs1,/,3,-3,-12,3,-6,0,-6
CCOC(=O)c1nc(C)n(-c2cc(Cl)cc(Cl)c2)n1,/,1,/,/,-3,-1,2,2
C[C@H](CO)N1C[C@H](C)[C@@H](CN(C)CC2CCCCC2)Oc2c(NC(=O)c3cnccn3)cccc2C1=O,-0.2,-2,/,4,13,48[16.7 µM],-2,-2
O=C(Nc1ccc(-c2cscn2)cc1)C1CCCN(Cc2ccc(CO)o2)C1 (stereo not given),-0.2,-3,2,-4,3,-7,0,/
COc1ccc(CN2C[C@@H](O)COC[C@H]3O[C@H](CC(=O)NCc4ccccc4Cl)CC[C@@H]32)cc1,-0.2,-1,-1,7,7,-1[16.7 µM],0,-15
O=C(NCC(=O)N1CCN(c2cccc(Cl)c2)CC1)c1ccc(Br)o1,0.2,-2,2,-1,14,-5,1,-8
Cc1cccc(C(=O)N2[C@@H](C(C)C)COc3cc(Br)ccc3S2(=O)=O)c1,21,0,/,-8,-2,1,-8,/
O=C(CSc1nnc(CNc2ccc(F)cc2)n1Cc1ccco1)NC1CC1,/,0,/,/,-24,2,3,2
COc1ccc(CNC(=O)CN(Cc2ccc(OC)cc2)C(=O)CCC(=O)Nc2nccs2)cc1,/,2,-3,-19,-9,-5,2,-3
CCCN1[C@@H]2c3ccc(-c4ccccc4)c(=O)n3C[C@@H]2[C@@H](CO)[C@@H]1C(=O)NCC1CC1,-0.1,3,2,-6,7,-1[16.7 µM],47,/

Continued:
SMILES,E-selectin induc,PglD inh,ERAP1 inh,RAD52 inh,RAD54 branch,miR-122 sensor,Cneo AK release,PGC1a acetyl inh
CCOC(=O)Cn1c(=O)c2c(nc3n2CC(C)CN3Cc2ccccc2)n(C)c1=O (stereo not given),/,2,-1,4,3,-1,2,7
Cc1nnc(C)c2c(C)n(-c3ccccc3N)c(C)c12,2.7,-8,-2,-4,1,0,0,/
CC(C)(C)NC(=O)c1ccc2c(c1)N(CC(=O)N1CCCCC1)C(=O)C(C)(C)O2,0.0,-3,-3,-2,4,1,-1,4
O=C(CCC1CCCN(c2ncccn2)C1)N1CCN(c2ccccn2)CC1 (stereo not given),/,-1,-1,8,-3,-2,-8,-1
COC(=O)c1c(NC(=O)CCc2ccc(C)o2)sc(C)c1C,/,13,/,/,0,-1,-3,-15
COc1cccc(-c2nc(CS(=O)CC(=O)NC(C)CCc3ccccc3)c(C)o2)c1 (stereo not given),/,-2,-5,-18,9,-4,-3,-1
C[C@H](CO)N1C[C@H](C)[C@H](CN(C)C(=O)NC2CCCCC2)OCCCC[C@H](C)Oc2ccc(NC(=O)CCCN(C)C)cc2C1=O,-0.1,4,-1,-37,-2,7[16.7 µM],-4,-7
COc1cccc(CNc2nc3cc(-c4cccc(C(=O)NCCO)c4)sc3c(=O)n2C)c1,1.8,1,4,-3,2,-4,1,-6
C=CCN=C(NC#N)SC,-0.1,-8,-4,-8,3,-5,1,4
CCOCC(=O)N1CCc2ccccc21,/,-6,/,/,0,-4,-1,2
CCNC(=O)[C@@H]1[C@@H](CO)[C@@H]2Cn3c(ccc(C4=CCCCC4)c3=O)[C@H]1N2CCC(F)(F)F,-0.3,/,1,2,/,/,/,5
COc1ccc(NC(=O)N(C)C[C@H]2Oc3ccc(NC(=O)Nc4ccc(F)cc4)cc3CC(=O)N([C@H](C)CO)C[C@@H]2C)cc1,-0.1,-7,5,13,1,-3[16.7 µM],1,-12

Shown field by field: 2 of the compounds above.
C[C@H](CO)N1C[C@H](C)[C@H](CN(C)C(=O)NC2CCCCC2)OCCCC[C@H](C)Oc2ccc(NC(=O)CCCN(C)C)cc2C1=O
  E-selectin induc: -0.1	PglD inh: 4	ERAP1 inh: -1	RAD52 inh: -37	RAD54 branch: -2	miR-122 sensor: 7[16.7 µM]	Cneo AK release: -4	PGC1a acetyl inh: -7

COc1cccc(CNc2nc3cc(-c4cccc(C(=O)NCCO)c4)sc3c(=O)n2C)c1
  E-selectin induc: 1.8	PglD inh: 1	ERAP1 inh: 4	RAD52 inh: -3	RAD54 branch: 2	miR-122 sensor: -4	Cneo AK release: 1	PGC1a acetyl inh: -6

(next part)
SMILES,E-selectin induc,PglD inh,ERAP1 inh,RAD52 inh,RAD54 branch,miR-122 sensor,Cneo AK release,PGC1a acetyl inh
COC(=O)c1ccccc1NC(=O)C1CC(=O)N(c2ccc(OC)cc2)C1 (stereo not given),3.6,-1,4,-15,-8,3,2,6
C[C@@H]1CCCCO[C@H](CN(C)C(=O)Nc2ccc3c(c2)OCO3)[C@@H](C)CN([C@H](C)CO)C(=O)c2cc(NC(=O)Nc3ccc4c(c3)OCO4)ccc2O1,1.3,3,-2,8,-3,0[16.7 µM],-4,-1
C[C@@H]1CN([C@@H](C)CO)C(=O)c2cc(-c3ccccc3F)cnc2O[C@@H]1CN(C)Cc1ccc(F)cc1,-0.5,1,-1,3,-2,0[16.7 µM],0,6
Cc1ccc(SCC(=O)N2CCN(S(=O)(=O)c3cccs3)CC2)cc1,-0.2,-1,0,-14,-10,0,-1,15
COc1ccc(NC(=O)c2c(C)nn(Cc3ccccc3)c2Cl)cc1S(=O)(=O)N1CCOCC1,0.0,2,-1,-20,3,/,2,/
S=C(NC1CC1)N1CCN(C(=S)NC2CC2)CC1,/,2,3,-5,-1,/,1,6
